Gal4-VP16 FLuc: counter-screen for ROR gamma inhibitors: Gal4-VP16 reporter | 3.5% of 310,000 active | Potency, µM (titrated, usually from 53.6 µM), inactives show at the top dose activity, negative = inhibition, hits mostly inhibitors | Drosophila S2 Gal4-VP16 UAS-luciferase, luminescence, 20 h | AID 2546;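 note: Gal4-VP16 expression switched on by copper sulfate through the metallothionein promoter; potency is the fitted concentration of half-maximal effect; % is set by controls: 0 for no effect and ±100 for the full control effect; nearly all actives have a fitted effect of over 50% in size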
Rab9 promoter act: Rab9 promoter activation; Huh7 Rab9 promoter-luciferase reporter, luminescence, 24 h; Potency, µM (titrated, usually from 9.22 µM), inactives show at the highest dose activation, negative = inhibition, hits mostly activators; 2.8% of 320,000 active; AID 485297; note: potency is the fitted concentration of half-maximal effect; % of control where 0% means no effect; nearly all actives have a fitted effect of over 60% in size
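Huh7 cells stably carrying a Rab9 promoter-luciferase reporter, 1500 cells per well in OP-MEM I with 10% FBS, treated with compound 24 hours at 37C. Luciferase activity read by luminescence after 10 minutes with Amplite reagent.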
BRCA1 expr act: BRCA1 expression activation; MCF7-BRCA1-FFLuc reporter, luminescence, 48 h; response scale: scaled: vehicle 0%, 10 µM genistein 100%; Potency, µM (series often up to 46.1 µM), without a hit: at the highest dose activation, usual class: activators; 1.1% of 380,000 active; note: potency is the fitted concentration of half-maximal effect; nearly all actives have a fitted effect of over 80% in size; some results filed as inactive show a strong effect at the top dose
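Luminescence from a BRCA1-driven firefly luciferase in MCF7 cells was read after 48 h compound exposure at 37 C. Data normalized against DMSO and a 10microM genistein activation control, then curve-fitted across the titration.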
Tb PFK inh: blocks T. brucei phosphofructokinase; 0.17% of 330,000 active; Potency, µM (series often up to 57.5 µM), without a hit: at the top dose activity, negative = inhibition, hits mostly inhibitors; O15648; T. brucei PFK, ADP-Glo luminescence;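 note: potency is the fitted concentration of half-maximal effect; 0% = uninhibited 1x PFK enzyme wells and -100% = no-enzyme wells; nearly all actives have a fitted effect of over 60% in size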
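Activity is normalized to no-enzyme wells (full inhibition) and 1.25 nM enzyme wells (no inhibition). Reaction: 0.5 mM F6P, 0.1 mM ATP, 45 min RT, ADP-Glo luminescence; concentration-response curves fitted and classed by quality.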
NPC1 promoter act: activates the NPC1 promoter; Huh7 NPC1 promoter luciferase reporter, 24 h; Potency, µM (doses to about 9.22 µM), for the others: at the highest dose activation, actives largely listed as activators; 2.4% of 320,000 active; AID 485313;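 note: potency is the fitted concentration of half-maximal effect; % of control where 0% means no effect; nearly all actives have a fitted effect of over 60% in size; reporter is driven by a mutant NPC1 promoter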
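Luminescence from an NPC1 promoter-driven luciferase reporter in stably transfected Huh7 cells was measured after 24 h compound treatment at 37 °C, followed by 10 min ambient incubation with luciferase detection reagent.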
p53 reactivator: restores transcriptional activity of mutant p53. H1299 p53-A138V BP100-luciferase reporter, luminescence, 24 h. Potency, µM (series often up to 92.2 µM), for the others: top-dose activity change, positive = activation, hits mostly activators. 0.063% of 320,000 active; note: potency is the fitted concentration of half-maximal effect; % of control where 0% means no effect; nearly all actives have a fitted effect of over 45% in size
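p53-null H1299 cells stably carrying temperature-sensitive p53-A138V and a BP100-luciferase reporter were pinned with compounds (4-point, 1:5 series) and held 24 hrs at 37 deg C. Luminescence was read 10 min after detection reagent.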
ELG1 genotoxic: induces genotoxicity in HEK293T cells with luciferase-tagged ELG1 | Potency, µM (titrated, usually from 46 µM), inactives show at the highest dose activity change, positive = activation, hits mostly activators | AID 504466 | 1.3% of 330,000 active | HEK293T ELG1-luciferase reporter, luminescence, 16 h; note: potency is the fitted concentration of half-maximal effect; % of control where 0% means no effect; nearly all actives have a fitted effect of over 60% in size
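Screening used a luciferase reporter fused to human ELG1 in HEK293T cells. Luminescence was read on a CCD plate imager after 16 hr exposure and 30 min ONE-Glo incubation.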
FLuc modulator: counter-screen for miR-21 project: firefly luciferase inhibitors or activators. P08659. purified FLuc, Km substrates, luminescence inhibition. Potency, µM (top dose mostly 57.5 µM), without a hit: top-dose activity change, negative = inhibition, hits mostly inhibitors. 6.9% of 360,000 active. AID 588342;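 note: potency is the fitted concentration of half-maximal effect; plate controls were vehicle for no effect and reference inhibitor for full effect; nearly all actives have a fitted effect of over 55% in size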
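Biochemical qHTS of compounds, final roughly 60 µM downward over six points, against 10 nM purified firefly luciferase using Km concentrations of substrates (10 uM D-luciferin, 10 uM ATP) in Tris acetate pH 7.5 buffer; luminescence output.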
RORgamma inh: blocks mouse ROR gamma transcriptional activity; P51450; Drosophila S2 Gal4-RORgamma UAS-luciferase reporter, 20 h; AID 2551; 5.4% of 310,000 active; Potency, µM (doses to about 53.6 µM), for inactives: at the top dose activity change, negative = inhibition, actives largely listed as inhibitors; note: potency is the fitted concentration of half-maximal effect; % is set by controls: 0 for no effect and ±100 for the full control effect; nearly all actives have a fitted effect of over 60% in size
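Drosophila Schneider cells stably carrying a metallothionein-driven Gal4 DBD–ROR gamma fusion and a UAS-Photinus luciferase reporter were exposed to compound for 1 hr, then induced with copper sulfate (700 uM final) for 20 hr at ambient temperature before luminescence reading.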
ELG1 repair inh: blocks ELG1-dependent DNA repair in HEK293T cells | 2.3% of 330,000 active | Potency, µM (doses to about 46.1 µM), without a hit: at the highest dose activity change, negative = inhibition, actives largely listed as inhibitors | HEK293T ELG1-luciferase reporter, luminescence, 16 h; DNA damage induced by 5-fluorouridine | AID 504467; note: potency is the fitted concentration of half-maximal effect; % is set by controls: 0 for no effect and ±100 for the full control effect; nearly all actives have a fitted effect of over 55% in size
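HEK293T cells expressing luciferase-tagged ELG1 (2,000/well) received 5-Fluorouridine plus compound or DMSO for 16 hr at 37 °C. Luciferase was read by ONE-Glo luminescence after 30 min at room temperature.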
TRPV1 agonist: human TRPV1 agonism. TRPV1-expressing cells, Fluo-8 calcium influx, agonist mode. activation, % at 8.33 µM. 0.19% of 320,000 active. AID 540275; in the data active = activation above about 80%; inconclusive = between about 30% and that limit; note: 0% is about no effect
Target sequence (Q8NER1 whole entry, looked up): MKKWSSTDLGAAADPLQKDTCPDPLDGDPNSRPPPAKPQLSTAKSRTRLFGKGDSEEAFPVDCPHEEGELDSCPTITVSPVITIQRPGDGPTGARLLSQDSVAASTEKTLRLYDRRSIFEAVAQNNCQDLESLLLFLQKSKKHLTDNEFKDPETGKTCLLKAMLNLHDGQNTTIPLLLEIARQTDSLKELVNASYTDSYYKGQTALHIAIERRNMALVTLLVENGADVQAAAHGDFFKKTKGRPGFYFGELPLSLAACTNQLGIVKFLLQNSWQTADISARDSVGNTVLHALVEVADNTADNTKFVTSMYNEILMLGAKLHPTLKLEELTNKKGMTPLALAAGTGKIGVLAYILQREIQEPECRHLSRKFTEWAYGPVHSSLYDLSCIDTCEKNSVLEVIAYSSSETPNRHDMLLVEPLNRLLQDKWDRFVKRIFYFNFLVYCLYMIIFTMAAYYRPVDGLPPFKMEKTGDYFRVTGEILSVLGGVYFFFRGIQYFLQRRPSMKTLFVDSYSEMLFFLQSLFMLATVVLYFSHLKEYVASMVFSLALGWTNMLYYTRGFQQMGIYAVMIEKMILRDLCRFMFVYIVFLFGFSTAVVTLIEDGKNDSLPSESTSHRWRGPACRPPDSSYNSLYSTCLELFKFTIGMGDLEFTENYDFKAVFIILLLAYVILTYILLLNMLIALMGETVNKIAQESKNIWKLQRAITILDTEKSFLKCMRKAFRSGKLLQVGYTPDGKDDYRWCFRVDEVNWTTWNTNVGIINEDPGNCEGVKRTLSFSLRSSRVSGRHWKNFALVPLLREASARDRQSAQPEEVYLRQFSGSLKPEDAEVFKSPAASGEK
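Cells expressing TRPV1 were dye-loaded with Fluo-8 and read kinetically: 10 s baseline, 3 min after compound (agonist portion), then 2 min after EC20 capsaicin (allosteric enhancer portion). Calcium-bound dye fluorescence at 480/520 nm.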
Numbers without * were called inactive; ? = inconclusive; / = no result given; & = joins results of further samples; [ ] = dose if it differs, or a comment. Unless noted, calls come from the whole dose curve; as a rule, active = well fitted curve in the direction sought with a large enough effect; inconclusive = small, poorly fitted or top-dose-only effect, or another doubt; inactive = no such curve, though single readings can be large; an effect the other way counts as inactive or inconclusive. Outcome played no part in choosing rows; about 15% have a hit in one of these screens.

item	smiles	Gal4-VP16 FLuc	Rab9 promoter act	BRCA1 expr act	Tb PFK inh	NPC1 promoter act	p53 reactivator	ELG1 genotoxic	FLuc modulator	RORgamma inh	ELG1 repair inh	TRPV1 agonist
1	NS(=O)(=O)c1ccc(CCNCc2ccccc2OCc2ccc(F)cc2)cc1	0%	-2%	-35%	-1%	-9%	-10%	-7%	1%	17%	12µM*	7
2	Cc1ccc(S(=O)(=O)NCCC(=O)NCCc2ccc(S(N)(=O)=O)cc2)cc1C	/	/	6%	3%	/	6%	-2%	/	/	4%	/
3	CCCCCCCCS(=O)C1CS(=O)(=O)CC1O (configuration not stated)	-8%	-5%	-4%	0%	0%	-1%	-1%	5%	-1%	3%	4
4	CCOc1ccccc1-n1c(C)nc2cc(C(=O)O)ccc21	-6%	-7%	-17%	1%	-2%	1%	-1%	-16%&-6%	1%	20%	-4
5	COc1ccc(N2CCOCC2)c(NC(=O)c2cccc3ccccc23)c1	2%	-1%	-6%	-1%	-5%	5%	-3%	1%	3%	?	25
6	Cc1cccn2cc(CCNC(=O)Cc3cccs3)nc12	-1%	-12%	0%	2%	-4%	2%	0%	0%	-23%	?	0
7	CCOC(=O)c1c(C2COc3ccccc3O2)csc1N (configuration not stated)	-16%	10%	-34%	3%	-2%	-4%	6%	0%	-13%	1%	16
8	Cc1cc(C)cc(N=c2c([N+](=O)[O-])nn(-c3cccc(Cl)c3)n2O)c1	2%	17%	-102%[inhibitor]	0%	11%	7%	-1%	-12%	-24%	-23%	7
9	CCOc1ccc2c(c1)[nH]c(=S)n2C	?	-1%	3%	-9%	2%	-7%	9%	-17%	8.9µM*	?	0
10	CC1(C(=O)O)CCC(C(=O)Nc2cccc(F)c2)C1(C)C (configuration not stated)	-5%	1%	19%	3%	3%	-3%	-3%	-1%	0%	-18%	-1
11	COC(=O)c1cc(NC(=O)CC2NCCNC2=O)cc(C(=O)OC)c1 (configuration not stated)	0%	4%	2%	3%	-5%	0%	2%	1%	-3%	-14%	0
12	Cc1sc(C(C2C(=O)CC(C)(C)CC2=O)C2C(=O)CC(C)(C)CC2=O)cc1[N+](=O)[O-]	?	0%	-5%	-2%	-1%	-7%	?	?	?	?	-2
13	CCOC(=O)C1=C(C)N=c2s/c(=C/c3cccc(OCC(=O)O)c3)c(=O)n2C1c1ccc(F)cc1 (configuration not stated)	6%	-8%	/	-2%	1%	-6%	-5%	3%	4%	-17%	4
14	C=CC[C@H](CC(=O)NCCO)C(=O)NC[C@@H](OC(=O)[C@H](CC=C)CC(=O)OC(C)(C)C)c1ccccc1	/	/	-19%	7%	/	-1%	1%	/	/	-4%	/
15	COc1ccc(CCn2c(NCCCN3CCOCC3)nc3c2c(=O)[nH]c(=O)n3C)cc1	/	3%	-2%	-5%	-3%	10%	6%	6%	-23%[0.365 µM]	0%	0
16	Cc1ccc(-n2nnnc2SCC(=O)Nc2ccccc2N2CCCCC2)cc1C	-7%	8%	-40%	2%	4%	3%	0%	-1%	-49%	9.2µM*	-1
17	Cc1ccc(/C=C/C(=O)NCc2ccc(S(N)(=O)=O)cc2)o1	-22%[10 µM]	1%[1.84 µM]	-3%	-14%	-3%	3%	1%	?	-3%	1%	-5
18	COc1ccc2cc(C(=O)O)ccc2c1	-12%	0%	4%	-2%	1%	7%	0%	?	25%	-2%	-3
19	CCOC(=O)c1c(NC(=S)N2CCCCC2)sc2c1CCN(C(=O)OCC)C2	0%	-1%	-77%	1%	-6%	-15%	-2%	-4%	-40%	?	10
20	COC(=O)c1nc(N)sc1C	-15%[10 µM]	-1%	7%	0%	-1%	2%	1%	-1%	-2%	?	0
21	Cc1cc(/C=C(\C#N)C(=O)Nc2ccccc2F)c(C)[nH]1	0%	0.56µM*	?	-1%	1.1µM*	5%	?	2.1µM*	-7%	?	4
22	Cc1ccc(NC(=O)Cn2nc(C(=O)O)c3ccccc3c2=O)c([N+](=O)[O-])c1	4%	-5%	-16%	-1%	-6%	4%	0%	0%	-15%	-6%	-2
23	Cn1cnnc1SCC(=O)Nc1ccc(F)cc1	15%	10%	22%	1%	1%	1%	1%	-2%	-15%	7%	-1
24	c1ccc(-c2nnc(SCCC3OCCCO3)o2)cc1	-1%	2.5µM*	?	0%	2.5µM*	0%	?	15µM*	-15%	?	/
25	CCCC(=O)Nc1nnc(SCC(=O)Nc2nc(C)cs2)s1	-5%	14%	-5%	-1%	-2%	26%	-1%	2%	-30%	-1%	3
26	Cc1nc(-c2nc(-c3c(C(=O)NNC(=O)Nc4cccc(Cl)c4)noc3C)cs2)cs1	-17%	0%	-25%	-3%	2%	0%	-7%	-2%	-14%	-4%	-10
27	Cc1ccc(NC(=O)CSc2nccn2Cc2ccco2)c(C)c1	-22%	0.63µM*	60%	-5%	0.89µM*	23%	5.2µM*	4.3µM*	?	?	-2
28	Nc1nc(C(F)(F)F)cc(=O)[nH]1	14%	11%	1%	3%	-3%	-4%	-1%	5%	2%	-10%	3
29	COc1cccc(C(=O)C2CN(c3ccccc3)CC2c2ccc(Cl)cc2)c1 (configuration not stated)	5%	-6%	-2%	-3%	1%	6%	-8%	19µM*	26%	12%	4
30	O=C(Nc1nccs1)c1c(O)c2c([nH]c1=O)CCCC2	-6%	2.2µM*	-2%	-7%	?	14%	8%	?	?	?	2
31	Cc1ccc(C(=O)Nc2ccc(N3CCN(C(=O)c4cccs4)CC3)cc2)c(Cl)c1	-3%	-3%	-38%	2%	-5%	0%	-18%	-18%	37%	?	5
32	CC1CCCCN1C(=O)C12CCC(C)(/C(=N/O)C1)C2(C)C (configuration not stated)	9%	-2%	-14%	-1%	-3%	0%	-6%	0%	3%	0%	-2
33	COc1ccc(SCC(=O)Nc2ccc(N3CCN(C)CC3)c(F)c2)cc1	2%[10 µM]	4%	-1%	1%	-1%	3%	10%	?	-2%	?	1
34	Cc1cccc(/C(N)=N/OC(=O)c2cccs2)c1	?	1.3µM*	-40%	-21%	1.1µM*	23%	?	0.76µM*	8.9µM*	?	2
35	Cc1csc2nc(CNC(=O)CCC(=O)O)cn12	3%	-2%	4%	0%	-2%	?	-5%	0%	?	1%	-1
36	Cc1ccc(C2=Nc3c(ccc4ccccc34)C(c3ccncc3)=NN2)cc1	3%	-3%	-47%	0%	0%	0%	-10%	4%	36%	?	?

Three of the entries above in order of their number in NPC1 promoter act, largest number first.
entry	SMILES	NPC1 promoter act
29	COc1cccc(C(=O)C2CN(c3ccccc3)CC2c2ccc(Cl)cc2)c1 (configuration not stated)	1%
33	COc1ccc(SCC(=O)Nc2ccc(N3CCN(C)CC3)c(F)c2)cc1	-1%
35	Cc1csc2nc(CNC(=O)CCC(=O)O)cn12	-2%

Other structures
item	smiles	Gal4-VP16 FLuc	Rab9 promoter act	BRCA1 expr act	Tb PFK inh	NPC1 promoter act	p53 reactivator	ELG1 genotoxic	FLuc modulator	RORgamma inh	ELG1 repair inh	TRPV1 agonist
37	CCN(CC)C(=O)C1CCCN(C/C=C/c2ccccc2)C1 (configuration not stated)	2%	3%	0%	-7%	-1%	-4%	-6%	-1%	4%	9%	0
38	Cn1ncc(Cl)c1C(=O)Nc1ccc(CN2CCCCC2)cc1	-11%	1%	-7%	-5%	0%	18%	5%	2%	-30%	4%	-8
39	CC1(C)NC(=O)N(CCCOc2ccc3c(c2)CCC3)C1=O	?	13%	37%	-11%	16%	17%	?	?	18%	?	0
40	Cc1ccccc1C(=O)/C=C1/SCC(=O)N1C	5%	-2%	-12%	0%	0%	1%	0%	-3%	-16%	-14%	1
41	CS(=O)(=O)N(CC(=O)Nc1ccc(S(=O)(=O)N2CCOCC2)cc1)c1cccc(F)c1	5%	-9%	-16%	-1%	0%	0%	-2%	2%	25%	-9%	0
42	CCN1CCN(c2ncnc3scc(-c4ccc(C)c(C)c4)c23)CC1	25%	0%	-35%	-2%	-1%	-7%	-16%	1%	-2%	?	3
43	N#CC(c1ccccc1)c1ccc(C(=O)c2ccc(F)cc2)cc1 (configuration not stated)	?	-9%	-44%	0%	-4%	1%	-7%	3%	1%	?	11
44	CC(=O)c1nnn(-c2nc(N)nc(N(c3ccccc3)c3ccccc3)n2)c1C	-9%	0%	-28%	2%	-1%	-1%	-8%	-2%	?	-14%	2
45	CCOC(=O)C1=C(C)Nc2nc3ccccc3n2C1c1ccccc1 (configuration not stated)	5%	8%	-11%	5%	0%	-1%	5%	1%	-21%	6%	-17
46	CCOC(=O)N1CCN(C(=O)Nc2ccc3nc(C)c(C)nc3c2)CC1	-8%	-5%	40%	1%	5%	-6%	-9%	-2%	17%	?	3
